BLM helicase inh = inhibitors of human Bloom syndrome helicase BLM | P54132 | recombinant BLM DNA unwinding, fluorescence dequenching | Potency, µM (titrated, usually from 56.1 µM), inactives show at the highest dose activity change, negative = inhibition, usual class: inhibitors | 350,000 compounds, 0.2% hits;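 further: plate controls were vehicle for no effect and no enzyme for full effect; nearly all actives have a fitted effect of over 35% in size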
Target sequence (P54132 whole entry, looked up): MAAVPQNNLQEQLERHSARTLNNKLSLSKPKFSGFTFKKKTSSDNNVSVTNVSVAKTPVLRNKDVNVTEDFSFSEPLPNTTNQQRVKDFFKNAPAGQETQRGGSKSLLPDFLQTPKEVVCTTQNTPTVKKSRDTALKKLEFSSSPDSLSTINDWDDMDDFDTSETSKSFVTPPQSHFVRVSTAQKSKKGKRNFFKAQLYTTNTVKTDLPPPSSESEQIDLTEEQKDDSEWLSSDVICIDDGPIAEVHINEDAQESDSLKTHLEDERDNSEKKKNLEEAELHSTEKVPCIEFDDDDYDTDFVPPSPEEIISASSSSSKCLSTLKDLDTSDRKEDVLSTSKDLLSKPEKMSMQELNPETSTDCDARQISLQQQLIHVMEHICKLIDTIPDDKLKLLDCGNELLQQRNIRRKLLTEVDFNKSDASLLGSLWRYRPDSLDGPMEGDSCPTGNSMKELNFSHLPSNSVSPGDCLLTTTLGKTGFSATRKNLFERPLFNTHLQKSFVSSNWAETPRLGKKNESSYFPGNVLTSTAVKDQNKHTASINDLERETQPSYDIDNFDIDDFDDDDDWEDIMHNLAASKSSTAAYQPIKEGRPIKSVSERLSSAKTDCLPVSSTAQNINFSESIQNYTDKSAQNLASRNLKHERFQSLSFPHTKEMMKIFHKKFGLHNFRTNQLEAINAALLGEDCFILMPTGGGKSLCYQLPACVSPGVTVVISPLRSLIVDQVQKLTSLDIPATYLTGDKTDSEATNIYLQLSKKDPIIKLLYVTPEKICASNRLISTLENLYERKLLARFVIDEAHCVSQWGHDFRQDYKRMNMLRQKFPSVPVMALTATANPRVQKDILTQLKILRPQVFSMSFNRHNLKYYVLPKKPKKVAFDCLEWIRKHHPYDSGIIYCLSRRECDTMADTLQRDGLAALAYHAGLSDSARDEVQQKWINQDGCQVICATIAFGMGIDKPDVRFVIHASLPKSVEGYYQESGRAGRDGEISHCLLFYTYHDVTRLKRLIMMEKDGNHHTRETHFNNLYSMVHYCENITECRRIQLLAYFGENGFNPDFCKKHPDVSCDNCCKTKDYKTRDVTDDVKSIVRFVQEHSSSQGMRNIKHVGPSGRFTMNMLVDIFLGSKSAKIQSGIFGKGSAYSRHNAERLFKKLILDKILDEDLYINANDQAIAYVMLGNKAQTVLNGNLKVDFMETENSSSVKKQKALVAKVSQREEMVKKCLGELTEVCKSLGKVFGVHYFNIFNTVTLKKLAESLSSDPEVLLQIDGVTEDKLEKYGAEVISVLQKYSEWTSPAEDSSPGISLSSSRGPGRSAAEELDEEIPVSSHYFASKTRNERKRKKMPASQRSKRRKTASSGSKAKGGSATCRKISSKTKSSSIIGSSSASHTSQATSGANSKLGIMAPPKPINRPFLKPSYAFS
GLS inhibitor = glutaminase GLS (human) inhibition; O94925; 410,000 compounds, 0.21% hits; Potency, µM (highest dose often 45.5 µM), inactives show top-dose activity change, negative = inhibition, usual class: inhibitors; GLS enzymatic activity, qHTS titration
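Compounds were pin-transferred onto hKGA, after which L-glutamine (1 mM solution) and a detection mix of glutamate oxidase, HRP and Amplex Red were added. Initial and 30 min RT fluorescence reads were collected.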
G9a block = blocks human histone lysine methyltransferase G9a | Q96KQ7 | G9a H3K9 monomethylation, AlphaScreen, 2 h | Potency, µM (doses to about 102 µM), for inactives: at the top dose activity, negative = inhibition, usual class: inhibitors | 350,000 compounds, 8.8% hits | AID 504332; further: nearly all actives have a fitted effect of over 75% in size
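G9a (20 nM) preincubated 15 min RT with compounds, then 500 nM biotinylated H3K9 peptide and 20 uM SAM added; 2 h RT reaction. Monomethyl-H3K9 product detected by AlphaScreen with anti-H3K9me1 antibody, streptavidin donor and anti-rabbit IgG acceptor beads.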
Starred values were filed as active, the others as inactive; ? = inconclusive; & = joins results of further samples; ! = a repeat was not active; [ ] = remark or other dose. The call rests on the fitted dose curve; in most records, active means well fitted curve in the direction sought with a large enough effect; inconclusive means small, poorly fitted or top-dose-only effect, or another doubt; inactive means no such curve, though single readings can be large; an effect the other way counts as inactive or inconclusive. Unless noted, on the % scale 0 is the no-effect control and ±100 the full control effect; potency means the concentration at half of the fitted maximal effect. An excerpt (hit frequency here may not be typical).

1: CC1(C)OC2CO[C@]3(COS(N)(=O)=O)OC(C)(C)OC3C2O1 (some centres not stated)
2: O=C1OC(CO)C(O)C(O)C1O (configuration not stated)
3: CC1OC(OCC2OC(Oc3c(-c4ccc(OCCO)c(OCCO)c4)oc4cc(OCCO)cc(O)c4c3=O)C(O)C(O)C2O)[C@@H](O)C(O)C1O (some centres not stated)
4: CN(C)CCCN1c2ccccc2C(C)(C)c2ccccc21
5: CCN(CC)C(=S)S
6: C[C@H](O)C(=O)Nc1c(I)c(C(=O)NC(CO)CO)c(I)c(C(=O)NC(CO)CO)c1I

screen / no. | 1 | 2 | 3 | 4 | 5 | 6
BLM helicase inh | -8% | 6% | -6% | -4% | 3% | 2%[21.4 µM]
GLS inhibitor | 1% | -7% | 2% | 57%[activator] | 2% | -9%[20 µM]
G9a block | -3%[2.33 µM] | 8%[2.33 µM] | -46%[2.33 µM] | ? | ? | 19%[21.5 µM]

7: C[C@H](CN1c2ccccc2Sc2cccnc21)N(C)C
8: CC(C)Nc1cccnc1N1CCN(C(=O)c2cc3cc(NS(C)(=O)=O)ccc3[nH]2)CC1
9: CC(=O)Oc1cc(C(F)(F)F)ccc1C(=O)O
10: CS(=O)(=O)CCNCc1ccc(-c2ccc3ncnc(Nc4ccc(OCc5cccc(F)c5)c(Cl)c4)c3c2)o1
11: CCN(CC)[C@@H](C)CN1c2ccccc2Sc2ccccc21
12: CCOC(C)=O

screen / no. | 7 | 8 | 9 | 10 | 11 | 12
BLM helicase inh | 25% | -5% | 5%[21.4 µM] | 5% | -13%[21.4 µM] | 5%
GLS inhibitor | 13% | 10% | 6%[20 µM] | -1% | 4%[20 µM] | 2%
G9a block | ? | -30%[12.7 µM] | -38%[5.15 µM] | -39%[12.7 µM] | 8.9µM* | 17%[59 µM]

13: CC(C)(C)C(=O)OCOC(=O)[C@@H]1N2C(=O)[C@@H](NC(=O)[C@H](N)c3ccccc3)[C@H]2SC1(C)C
14: C[C@@H](O)[C@@H]1C(=O)N2C(C(=O)O)=C([C@H]3CCCO3)S[C@H]12
15: COC(=O)C1=C(C)NC(C)=C(C(=O)OC(C)(C)CN(C)CCC(c2ccccc2)c2ccccc2)C1c1cccc([N+](=O)[O-])c1 (configuration not stated)
16: CN(C)C(=O)Nc1ccc(Cl)c(Cl)c1
17: CC(C)Oc1ccc2c(=O)cc(-c3ccccc3)oc2c1
18: CC[C@H](CO)NCCN[C@@H](CC)CO

screen / no. | 13 | 14 | 15 | 16 | 17 | 18
BLM helicase inh | -9%[21.4 µM] | -2% | -12% | 3% | 5% | 2%[21.4 µM]
GLS inhibitor | -15%[20 µM] | 2% | 17% | -1% | -19% | -2%[20 µM]
G9a block | 17%[21.5 µM] | 1%[12.7 µM] | ? | -9%[12.7 µM] | 39%[59 µM] | 27%[21.5 µM]

19: COC(=O)C(Cc1ccccc1)NC(=O)C(N)CC(=O)O (configuration not stated)
20: CCCCCCCCCCCCCCCCO
21: CC(CCc1ccc(O)cc1)NCC(O)c1ccc(O)cc1 (configuration not stated)
22: CCCCCCCCCCCCCCCCCCO
23: NC(=O)C1CC2(NC(=O)NC2=O)c2cc(F)ccc2O1 (configuration not stated)
24: CO[C@H]1C[C@@H]2CC[C@@H](C)[C@@](O)(O2)C(=O)C(=O)N2CCCC[C@H]2C(=O)O[C@H]([C@H](C)C[C@@H]2CC[C@@H](OC(=O)C(C)(CO)CO)[C@H](OC)C2)CC(=O)[C@H](C)/C=C(\C)[C@@H](O)[C@@H](OC)C(=O)[C@H](C)C[C@H](C)/C=C/C=C/C=C/1C

screen / no. | 19 | 20 | 21 | 22 | 23 | 24
BLM helicase inh | 3% | -2%&-20% | -4% | 4% | 2% | -9%
GLS inhibitor | -2% | -5% | 48%[activator] | -9% | 2% | -2%
G9a block | -28%[2.33 µM] | 39%[59 µM] | 15%[59 µM] | 47%[59 µM] | -2%[12.7 µM] | -3%[12.7 µM]

25: CNCc1ccccc1
26: CC(C)=CCC/C(C)=C/CO
27: OCC1O[C@H](O[C@H]2C(O)C(O)C(O)O[C@@H]2CO)C(O)C(O)C1O (some centres not stated)
28: CC[C@](C)(CN(C)C)OC(=O)c1ccccc1
29: COc1ccc2c(c1)N(C[C@@H](C)CN(C)C)c1ccccc1S2
30: COC1OC(CO)C(OC2OC(C(=O)O)C(OC3OC(COS(=O)(=O)O)C(OC4OC(C(=O)O)C(OC5OC(CO)C(OC6OC(C(=O)O)C(OC7OC(COS(=O)(=O)O)C(OC8OC(C(=O)O)=C[C@H](O)C8OS(=O)(=O)O)C(O)C7NC(C)=O)[C@@H](O)C6O)C(O)C5NC(C)=O)[C@@H](O)C4O)C(O)C3NC(C)=O)[C@@H](O)C2O)C(O)C1NC(C)=O (some centres not stated)

screen / no. | 25 | 26 | 27 | 28 | 29 | 30
BLM helicase inh | -6%&7% | -10%&6% | 6% | 5%[21.4 µM] | -12%[21.4 µM] | 32%[activator]
GLS inhibitor | -1% | 12% | -6% | 9%[20 µM] | -1%[20 µM] | 13%
G9a block | -43%[2.33 µM] | 22%[59 µM] | -29%[12.7 µM] | ? | 7.9µM* | ?

31: NC(CSCC(=O)O)C(=O)O (configuration not stated)
32: O=P(O)(O)OC[C@H]1O[C@](O)(COP(=O)(O)O)[C@@H](O)[C@@H]1O
33: Cc1c(C)c2c(c(C)c1OC(=O)CCC(=O)O)CC[C@@](C)(CCC[C@H](C)CCC[C@H](C)CCCC(C)C)O2
34: Cc1ncc(CSSCc2cnc(C)c(O)c2CO)c(CO)c1O
35: C[C@]12CCC(=O)C=C1CCC1C2C(=O)C[C@]2(C)C1CC[C@]2(O)C(=O)CO (some centres not stated)
36: CC[C@H]1OC(=O)[C@H](C)[C@@H](O[C@H]2C[C@@](C)(OC)[C@@H](O)[C@H](C)O2)C(C)[C@@H](O[C@@H]2O[C@H](C)C[C@H](N(C)C)[C@@H]2O)[C@](C)(OC)C[C@@H](C)C(=O)[C@H](C)[C@@H](O)[C@]1(C)O (some centres not stated)

screen / no. | 31 | 32 | 33 | 34 | 35 | 36
BLM helicase inh | 5% | -5% | -30% | -4% | 3% | -4%
GLS inhibitor | -13% | 1% | 2% | 48%[activator] | 9% | 8%
G9a block | -25%[59 µM] | 2%[12.7 µM] | -43%[12.7 µM] | 6%[59 µM] | 34%[59 µM] | -2%[2.33 µM]

37: CCCCC/C=C\C/C=C\CCCCCCCC(=O)O
38: COC(=O)CCC[N+](C)(C)C
39: CC1(C)O[C@H]2C[C@@H]3[C@H]4CCC5=CC(=O)CC[C@@]5(C)[C@]4(F)[C@@H](O)C[C@@]3(C)[C@@]2(C(=O)CCl)O1
40: COc1cc2c(cc1OC)CC(=O)N(CCCN(C)C[C@H]1Cc3cc(OC)c(OC)cc31)CC2
41: C[N+]1(C)C2CCC1CC(OC(=O)C(O)c1ccccc1)C2 (configuration not stated)
42: CC(C)(Cc1c[nH]c2ccccc12)NCC(O)COc1ccccc1C#N (configuration not stated)

screen / no. | 37 | 38 | 39 | 40 | 41 | 42
BLM helicase inh | -12%&4% | 1% | 4%[21.4 µM] | 4% | 4% | 16%
GLS inhibitor | -9% | 0% | 4%[20 µM] | 34% | -7% | 21%
G9a block | 31%&36%[59 µM] | -2%[12.7 µM] | 32%[21.5 µM] | -38%[12.7 µM] | -9%[2.33 µM] | -29%[12.7 µM]

43: CC(C)(COP(=O)(O)OP(=O)(O)OC[C@H]1O[C@@H](n2cnc3c(N)ncnc32)[C@H](O)[C@@H]1OP(=O)(O)O)C(O)C(=O)NCCC(=O)NCCS (some centres not stated)
44: Cc1cc(-n2nc3ccc(Cl)cc3n2)c(O)c(C(C)(C)C)c1
45: CCOC(=O)C(C#N)=C(c1ccccc1)c1ccccc1
46: CC1C(=O)C(=O)C=CN1C (configuration not stated)
47: COC1=C(OC)C(=O)C(C/C=C(\C)CC/C=C(\C)CC/C=C(\C)CC/C=C(\C)CC/C=C(\C)CC/C=C(\C)CC/C=C(\C)CC/C=C(\C)CC/C=C(\C)CCC=C(C)C)=C(C)C1=O
48: CC(=O)O[C@@]1(C(C)=O)CCC2C3CC(C)C4=CC(=O)CC[C@@]4(C)C3CC[C@]21C (some centres not stated)

screen / no. | 43 | 44 | 45 | 46 | 47 | 48
BLM helicase inh | -15% | 1% | -3% | 2% | -3% | 4%
GLS inhibitor | -11% | 8% | 1% | 35% | -2% | 6%
G9a block | -30%[12.7 µM] | 2%[12.7 µM] | 3%[12.7 µM] | ? | 23%[59 µM] | -21%[2.33 µM]

49: CC(=O)Oc1cc(C)c(OC(C)=O)c2ccccc12
50: CC1(C)SC2C(N3C(=O)C(c4ccccc4)NC3(C)C)C(=O)N2C1C(=O)O (configuration not stated)
51: CCN(CC)CCCN(c1ccccc1)C1Cc2ccccc2C1
52: Cc1ncc(C[n+]2csc(CCOP(=O)(O)OP(=O)(O)O)c2C)c(N)n1
53: CC(=O)N[C@@H](C=O)[C@@H](O)[C@H](O)[C@H](O)CO
54: O=C(Nc1ccc(Br)cc1)c1cc(Br)c(Br)s1

screen / no. | 49 | 50 | 51 | 52 | 53 | 54
BLM helicase inh | 4% | -7% | 2% | -2%&-4% | 0% | -11%
GLS inhibitor | 4% | 28µM* | 64%[activator] | -2% | 4%&-7% | -8%
G9a block | 24%[59 µM] | 6%[2.33 µM] | ? | 23%[59 µM] | -1%[59 µM] | -51%[12.7 µM]

55: CC1CC(O)CC(C)(C)C1 (configuration not stated)
56: CC[C@H]1OC(=O)[C@H](C)C(=O)[C@H](C)[C@@H](OC2O[C@H](C)C[C@H](N(C)C)[C@@H]2O)[C@@](C)(OC)C[C@@H](C)C(=O)[C@@H](C)C2N(CCCCn3cnc(-c4cccnc4)c3)C(=O)O[C@@]21C (some centres not stated)
57: C=CCOc1ccccc1OC[C@H](O)CNC(C)C
58: CC(C)CN(C[C@@H](O)[C@H](Cc1ccccc1)NC(=O)O[C@H]1CCOC1)S(=O)(=O)c1ccc(N)cc1
59: C=CCc1ccc(O)c(OC)c1
60: O=c1[nH]c(=O)n([C@@H]2C[C@H](O)[C@H](CO)O2)cc1I

screen / no. | 55 | 56 | 57 | 58 | 59 | 60
BLM helicase inh | 2% | -11% | -6%[21.4 µM] | -5% | 1%&5%&5% | 5%[21.4 µM]
GLS inhibitor | 3% | 13% | -7%[20 µM] | -1% | -3% | 1%[20 µM]
G9a block | 0%[12.7 µM] | -45%[12.7 µM] | 20%[21.5 µM] | 26%[59 µM] | 12%[59 µM] | 18%[21.5 µM]

61: N[C@@H](CO)C(=O)NNCc1ccc(O)c(O)c1O
62: CCCCCc1ccc(C)cc1O
63: CC(=O)[C@]1(O)Cc2c(O)c3c(c(O)c2[C@@H](O[C@H]2C[C@H](N)[C@H](O)[C@H](C)O2)C1)C(=O)c1c(O)cccc1C3=O
64: CCCCCCOc1ccc(C(=N)N(CCCC)CCCC)c2ccccc12
65: CC(C)CCCC(C)CCCC(C)CCCCC(C)CCCC(C)CCCC(C)C (configuration not stated)
66: O=C1C(O)=C(O)C(=O)C(O)=C1O

screen / no. | 61 | 62 | 63 | 64 | 65 | 66
BLM helicase inh | 1%[21.4 µM] | -10% | 28µM* | 3% | -8% | ?
GLS inhibitor | ? | 1% | -15% | -3% | 1% | 20µM*
G9a block | ? | -12%[12.7 µM] | 14µM* | ? | 33%[59 µM] | 6.3µM*!

Given as labelled records: entries from further up
[43] CC(C)(COP(=O)(O)OP(=O)(O)OC[C@H]1O[C@@H](n2cnc3c(N)ncnc32)[C@H](O)[C@@H]1OP(=O)(O)O)C(O)C(=O)NCCC(=O)NCCS (some centres not stated)
  BLM helicase inh: -15%
  GLS inhibitor: -11%
  G9a block: -30%[12.7 µM]
[44] Cc1cc(-n2nc3ccc(Cl)cc3n2)c(O)c(C(C)(C)C)c1
  BLM helicase inh: 1%
  GLS inhibitor: 8%
  G9a block: 2%[12.7 µM]
[45] CCOC(=O)C(C#N)=C(c1ccccc1)c1ccccc1
  BLM helicase inh: -3%
  GLS inhibitor: 1%
  G9a block: 3%[12.7 µM]
[46] CC1C(=O)C(=O)C=CN1C (configuration not stated)
  BLM helicase inh: 2%
  GLS inhibitor: 35%
  G9a block: ?

(continued)
67: O=C(O)COc1ccc(C(=O)c2cccs2)c(Cl)c1Cl
68: CCCCC
69: C=Cc1c(C)c2cc3nc(cc4[nH]c(cc5nc(cc1[nH]2)C(C)=C5CCC(=O)O)c(CCC(=O)OC)c4C)[C@@]1(C)C3=CC=C(C(=O)OC)[C@H]1C(=O)OC (tested in a mixture with another compound)
70: CCCCCCCCCc1ccc(OCCOCCOCCOCCOCCOCCOCCOCCOCCO)cc1
71: CCCN[C@@H](C)C(=O)Nc1ccccc1C

screen / no. | 67 | 68 | 69 | 70 | 71
BLM helicase inh | -1%&-9% | 8% | -7%[21.4 µM] | -8% | 0%[21.4 µM]
GLS inhibitor | 5%&1% | -16% | ? | 2% | -4%
G9a block | -40%[12.7 µM] | 17%[59 µM] | 329%[activator][12.7 µM] | 6%[59 µM] | -41%[2.33 µM]

High-throughput results deposited in PubChem BioAssay by National Center for Advancing Translational Sciences (NCATS).
